Screening data from PubChem BioAssay.
3CLpro inhibitor = SARS-CoV 3CLpro protease inhibition | P0C6X7 | recombinant SARS-CoV 3CLpro, quenched FRET peptide cleavage | 290,000 compounds, 0.14% hits | inhibition, % at 6 µM | AID 1706; in the data active = inhibition above about 12%
BH1578 lux ind = inducers of Vibrio cholerae quorum light production without autoinducers. V. cholerae BH1578 lux reporter, luminescence, 6 h. activation, % at 18.7 µM. 350,000 compounds, 0.16% hits; in the data active = activation mostly above about 9.7%, no sharp cut-off; inconclusive = no clear call, values can overlap the other calls; inactive = mostly below about 3.7%; also: not every result past the cut was called active; inactives centre near 0; reference of the scale not given here
TcdB inh = TcdB glycohydrolase inhibition; inhibition, % at 9.99 µM; AID 652162; 350,000 compounds, 0.24% hits; TcdB glycohydrolase enzymatic assay, plate reader; in the data active = inhibition above about 10%
BoNT-A LC inh2 = inhibitors of Botulinum neurotoxin A light chain protease. multiplex microsphere protease substrate cleavage, flow cytometry. inhibition, % at 10 µM. 360,000 compounds, 0.17% hits. AID 588499; also: plate controls were buffer without enzyme for full effect and enzyme alone for no effect
Yp Topo-I inh = blocks Yersinia pestis topoisomerase I activity | activity, % at 10 µM | 360,000 compounds, 0.064% hits | Y. pestis Topo-I cleavage product accumulation, plate reader; in the data active = activity above about 50%, passing the limit was not always enough; inconclusive = no clear call, values can overlap the other calls; also: inactives centre near 2
Anthrax LF inh2 = anthrax lethal factor protease inhibition; AID 588501; 360,000 compounds, 0.12% hits; multiplex microsphere protease cleavage assay, LF; inhibition, % at 10 µM; P15917; also: plate controls were buffer without enzyme for full effect and enzyme alone for no effect
Target sequence (P15917 whole entry, looked up): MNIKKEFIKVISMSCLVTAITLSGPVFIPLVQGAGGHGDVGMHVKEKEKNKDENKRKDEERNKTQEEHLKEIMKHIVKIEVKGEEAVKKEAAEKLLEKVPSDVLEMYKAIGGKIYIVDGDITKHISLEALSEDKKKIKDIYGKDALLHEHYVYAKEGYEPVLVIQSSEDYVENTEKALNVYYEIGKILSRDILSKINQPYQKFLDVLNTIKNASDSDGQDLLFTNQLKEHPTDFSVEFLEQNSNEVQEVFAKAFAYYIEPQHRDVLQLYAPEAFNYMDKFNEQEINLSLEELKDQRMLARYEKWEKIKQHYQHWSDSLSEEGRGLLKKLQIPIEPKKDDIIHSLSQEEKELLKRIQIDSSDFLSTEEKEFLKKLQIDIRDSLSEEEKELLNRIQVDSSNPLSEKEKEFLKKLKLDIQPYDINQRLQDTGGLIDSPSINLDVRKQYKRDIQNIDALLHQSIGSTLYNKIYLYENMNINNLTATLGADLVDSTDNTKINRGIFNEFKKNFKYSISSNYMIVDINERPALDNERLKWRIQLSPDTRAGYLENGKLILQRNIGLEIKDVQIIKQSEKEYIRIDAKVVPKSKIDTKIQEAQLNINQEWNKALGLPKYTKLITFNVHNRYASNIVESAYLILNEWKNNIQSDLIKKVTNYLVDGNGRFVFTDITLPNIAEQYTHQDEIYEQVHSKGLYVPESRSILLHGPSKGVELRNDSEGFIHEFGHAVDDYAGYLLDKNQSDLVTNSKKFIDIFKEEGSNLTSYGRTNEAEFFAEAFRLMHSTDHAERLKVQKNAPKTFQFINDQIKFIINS
PriA SSB inh = blocks PriA binding to SSB C-terminal tail; AID 1272365; inhibition, % at 33 µM; 430,000 compounds, 0.6% hits; AlphaScreen SSBct-PriA binding, biotinylated peptide; in the data active = inhibition mostly above about 37%, no sharp cut-off; inactive = mostly below about 20%;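 also: plate controls were negative control peptide for no effect and reference peptide for full effect; strong numbers were not always called active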
PrPC surface inh = cell surface PrPC inhibition, primary TR-FRET screen; inhibition, % at 13.8 µM; TR-FRET read-out; AID 720596; 370,000 compounds, 0.43% hits; P04156; in the data active = inhibition above about 24%; also: 0% = median of the test wells and 100% = reference compound wells
PfHsp40 rescue = compounds rescuing yeast from Plasmodium falciparum HSP40 toxicity; S. cerevisiae expressing PfHsp40, growth rescue, ATP luminescence; growth rescue, % at 12.5 µM; 340,000 compounds, 0.68% hits; AID 504582; in the data active = growth rescue above about 28%, passing the limit was not always enough; inconclusive = no clear call, values can overlap the other calls;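 also: yeast W303a lacking pdr1 and pdr3 grown in galactose medium; growth measured after three days at 30 °C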
* marks the source's active call; other numbers are inactive results; i = inactive; ? = inconclusive; nt = not tested or not shown; & = joins results of further samples. Rule as the data show it, unless noted: active = inhibition above about 30%; inconclusive = no clear call, values can overlap the other calls; inactive = below that.

SMILES,3CLpro inhibitor,BH1578 lux ind,TcdB inh,BoNT-A LC inh2,Yp Topo-I inh,Anthrax LF inh2,PriA SSB inh,PrPC surface inh,PfHsp40 rescue
Cn1nccc1C(=O)OCC(=O)Nc1ccccc1,-3,-4.0,1.8,1.8,0,-7,-4,-5,-1.4
CC(C)C(=O)Nc1ccc(C(=O)NNC(=O)CCc2ccccc2)cc1,0,i,-6.0,-0.6,5,-3,-6,3,-1.6
CCCc1ccc(OCC(=O)O)cc1,-2,1.6,nt,0.0,-4,-1,-22,-1,0.2
CC(C)Cc1nnc(NC(=O)CCc2c[nH]c3ccccc23)s1,3,-0.2,-1.3,-1.0,-1,-3,-4,5,0.3
COc1ccccc1OCCOCCOc1ccc(C)cc1Br,2,-0.4,0.1,-9.2,39,-43,-72,3,6.5
COc1ccc(S(=O)(=O)N2CCOC2CNC(=O)C(=O)NCCN2CCOCC2)cc1 (stereo unspecified),-4,-0.4,0.5,?,0,?,-3,7,0.7
COc1ccc(S(=O)(=O)Nc2cc(C)ccn2)cc1OC,4,-8.3,-0.7,-0.1,2,-1,-1,-1,0.0
Cc1cc(NC(=O)c2ccc([N+](=O)[O-])cc2)n(CCC#N)n1,-3,i,0.9,-3.3,-1,-3,-1,-39,0.0
COc1ccccc1C1CC(c2ccc(NS(C)(=O)=O)cc2)=NN1S(=O)(=O)c1ccccc1 (stereo unspecified),2,-4.6,-1.0,0.7,24,-2,15,-8,2.7
COC(=O)c1cccc(NC(=O)CN2CCC(NC(=O)c3cc(OC)c(OC)c(OC)c3)CC2)c1,-3,-0.3,nt,-0.6,2,-7,-15,-5,1.1
COCCNC(=O)COC(=O)c1cc(-c2ccc(OC)cc2)nc2ccccc12,-1,i,-0.2,0.5,3,-3,-19,-3,0.5
CC(C)c1ccc(/C=C/C(=O)NC(=S)Nc2ccc(CN3CCOCC3)cc2)cc1,1,-0.3,0.6,0.0,26,0,18,-7,10
Cc1cccc(NC(=O)c2nc[nH]c2C(=O)NCc2ccccc2)c1,nt,0.8,0.1,-0.4,15,2,-4,-4,3.8
CCN(CC)C(=O)CSc1nc2nc(C)cc(C)c2c(=O)[nH]1,-3,-6.7,nt,0.0,6,-11,4,-1,-1.2
COC(=O)c1ccc(Nc2ccc3nonc3c2[N+](=O)[O-])cc1,3,i,0.7,-0.5,0,11,-1,-10,1.6
CN(C)c1ccc(-c2ccnc3c2CC(C)(C(=O)NCc2ccc(F)c(F)c2)O3)cc1 (stereo unspecified),nt,i,-0.8,-0.4,10,-2,nt,6,nt
CC1(C)CC(=O)C=C(Nc2ccc(Cl)c(Br)c2)C1,-5,-2.0,2.7,-3.1,6,-4,3,11,-0.1
CC(=O)c1c(C)[nH]c(C(=O)OCCOc2ccccc2)c1C,4,3.6,-0.5,0.4,8,-4,-3,19,-1.5
O=[N+]([O-])c1ccccc1/C=C/CN1CCSCC1,-4,-0.6,1.0,3.3,-2,10,-4,-13,-0.6
C/C(=N\Nc1ccccc1)c1c(O)[nH]c(=O)[nH]c1=O,7,-0.3,0.4,-0.6,-4,-5,nt,2,-0.7
CC(=O)c1ccc(NCC2COc3ccccc3O2)c([N+](=O)[O-])c1 (stereo unspecified),-1,-0.3,0.0,0.6,3,-1,6,-16,-1.9
COc1ccc(C(=O)Nc2nc(CC(=O)NCc3ccc(F)cc3)cs2)cc1,nt,1.4,0.8,-4.1,2,-2,1,1,-1.1
COCCn1c(SCC(=O)c2c(-c3ccccc3)n(C)c3ccccc23)nnc1-c1ccncc1,2,2.7,nt,1.1,2,-2,-1,-3,-0.3
COC(=O)C1=C(C(=O)c2ccccc2)C(c2ccccc2)n2nnnc2N1 (stereo unspecified),-3,-0.5,nt,1.0,-7,1,-5,-5,-0.2
O=C(CNC(=O)c1ccc(F)cc1)N/N=C/c1ccc(O)c([N+](=O)[O-])c1,1,-0.3,-0.1,0.3,-9,-2,nt,-20,2.9

Some of the entries so far, with each value named:
> CCN(CC)C(=O)CSc1nc2nc(C)cc(C)c2c(=O)[nH]1
  3CLpro inhibitor: -3
  BH1578 lux ind: -6.7
  TcdB inh: nt
  BoNT-A LC inh2: 0.0
  Yp Topo-I inh: 6
  Anthrax LF inh2: -11
  PriA SSB inh: 4
  PrPC surface inh: -1
  PfHsp40 rescue: -1.2
> COC(=O)c1ccc(Nc2ccc3nonc3c2[N+](=O)[O-])cc1
  3CLpro inhibitor: 3
  BH1578 lux ind: i
  TcdB inh: 0.7
  BoNT-A LC inh2: -0.5
  Yp Topo-I inh: 0
  Anthrax LF inh2: 11
  PriA SSB inh: -1
  PrPC surface inh: -10
  PfHsp40 rescue: 1.6

Copied from the list.
CN(C)c1ccc(-c2ccnc3c2CC(C)(C(=O)NCc2ccc(F)c(F)c2)O3)cc1 (stereo unspecified) in Yp Topo-I inh is listed with 10
Cc1cc(NC(=O)c2ccc([N+](=O)[O-])cc2)n(CCC#N)n1 in Yp Topo-I inh is listed with -1
COc1ccc(S(=O)(=O)N2CCOC2CNC(=O)C(=O)NCCN2CCOCC2)cc1 (stereo unspecified) in TcdB inh is listed with 0.5

(next part)
SMILES,3CLpro inhibitor,BH1578 lux ind,TcdB inh,BoNT-A LC inh2,Yp Topo-I inh,Anthrax LF inh2,PriA SSB inh,PrPC surface inh,PfHsp40 rescue
Cc1ccc(NC(=O)COC(=O)CN2C(=O)c3ccccc3C2=O)cc1S(=O)(=O)N(C)C,-1,i,0.0,0.4,2,-4,0,-5,-1.1
O=C(CN1C(=O)c2cccnc2Oc2ccc(Cl)cc21)N1CCOCC1,4,i,0.3,1.0,2,-1,-14,6,0.9
NC(=O)[C@@H]1CCCN1C(=O)c1ccc2oc(CCc3ccccc3)nc2c1,0,-0.8,-0.4,0.3,12,-1,-4,0,2.4
CCOC(=O)c1cnc2ccc(OC)cc2c1Nc1ccc2c(c1)OCCO2,-2,i,nt,-0.7,-7,-2,12,-4,-1.5
Cn1c(CSCc2ccc(F)cc2)nnc1SCC(=O)Nc1nccs1,3,-3.1,nt,1.0,-3,4,-6,6,0.0
COc1cccc(NC(=O)c2ccc(S(=O)(=O)NCc3cccnc3)cc2)c1,2,i,1.6,-0.6,0,-8,-1,7,-0.4
O=C1/C(=C/c2ccc3c(c2)OCO3)Oc2cc(OCC(=O)N3CC(O)C[C@H]3C(=O)O)ccc21 (stereo partly specified),-1,-0.5,nt,0.0,2,-7,2,nt,0.9
NC(=O)C1CCCN(C(=S)Nc2cccc3ccccc23)C1 (stereo unspecified),-2,-0.7,3.6,-0.1,-7,-3,1,-6,-0.3
O=C(COC(=O)c1ccc2ncsc2c1)Nc1ncc(Cl)cc1Cl,-6,-0.1,nt,-1.5,-5,-1,-3,-3,-1.7
Cc1ccc(C(=O)N/C(=C\c2cn(S(=O)(=O)N(C)C)c3ccccc23)C(=O)NCCN2CCOCC2)cc1,-1,-0.2,0.9,-0.5,26,-1,-3,-7,1.3
Cc1ccc2cc(C)c(SCC#N)nc2c1,2,-0.6,nt,0.1,13,-12,-3,-1,2.3
Cc1csc(=O)n1CCC(=O)OCC(=O)Nc1ccc(N2CCOCC2)cc1,nt,-0.7,0.0,-0.2,-6,8,nt,2,nt
CCC(C)(C)c1ccc(OCC(=O)Nc2ccncc2)cc1,-1,i,0.9,0.7,19,4,-4,10,0.6
Nc1ncc(Br)cc1N=Cc1ccccc1,1,-0.3,-0.1,-1.0,3,-1,-8,-12,1.1
O=C(CCCC1=NS(=O)(=O)c2ccccc2N1)Nc1ccccc1,-2,i,0.4,-0.9,-1,-1,-13,-1,1.4
O=C(NCc1ccncc1)c1ccc2nc([C@@H]3O[C@H](CO)[C@H](O)[C@H](O)[C@H]3O)[nH]c2c1,nt,i,-9.6,0.6,5,1,nt,12,nt
Cc1ccc(NC2c3ncccc3C(=O)N2C2CCCCC2)cc1 (stereo unspecified),4,i,nt,0.1,-1,-6,-1,-1,-0.7
COc1ccc2cc3cc(C(=O)NCc4cccs4)oc3nc2c1,2,i,nt,0.0,3,-4,-13,8,1.2
O=C(CSc1nnc2ccc(-c3cccnc3)nn12)Nc1cccc(F)c1,nt,5.4,-0.4,0.6,1,-2,1&-6,-15,-0.9
O=C(c1cccs1)N1CCN(CCc2ccccc2)CC1,-4,-0.2,nt,-1.3,5,1,-3,-3,-0.8
O=C(CSc1nc(=O)n2cc(Cl)ccc2n1)Nc1cccc2ccccc12,nt,1.0,0.7,2.8,-12,2,1,1,-0.1
COc1ccc(CNC(=O)c2noc3c2CCCC3)cc1,-7,-12,nt,-0.9,16,0,-9,10,0.2
CC1(C)CC(=O)c2ccc(OCc3ccc([N+](=O)[O-])cc3)cc2O1,-2,i,1.5,-4.1,14,2,0,-6,0.0
CCOC(=O)N1CCN(C(=O)c2cc3cc(C)ccc3[nH]2)CC1,0,-1.3,1.1,-2.5,22,-7,-9,6,1.4
COc1ccc(C(=O)n2nc(-c3ccco3)nc2N)cc1,0,i,nt,1.5,-2,1,-1,-1,-1.5
O=C(Nc1ccncc1)c1ccc(Cl)c(Cl)c1,3,i,1.1,nt,0,nt,-9,16,-0.7
COc1ccc(S(=O)(=O)N2CC(C(=O)O)Oc3ccc(CC(=O)O)cc32)cc1 (stereo unspecified),-4,-3.2,nt,-0.3,-3,4,-25,-2,0.4
COc1ccc2ccn(S(=O)(=O)c3ccccc3)c2c1,-4,i,-9.3,-0.3,21,-10,-28,11,0.7
COC(=O)c1[nH]c2ccc(C)cc2c1NC(=O)CN1CCCC(C)(C)C1,-1,nt,-0.9,0.0,28,2,11,8,0.7
CCOc1ccc(-c2cccc(NS(=O)(=O)c3cc([N+](=O)[O-])ccc3C)c2)nn1,nt,i,-1.7,-7.1,-6,6,7,-6,1.1
CCOc1ccc(NC(=S)NCCN2CCN(Cc3ccccc3)CC2)cc1,-3,-0.9,0.1,-0.2,14,-6,-2,-1,-1.8
CCc1c(C)sc(NC(=S)N2CCN(S(C)(=O)=O)CC2)c1C(=O)OC,-1,0.7,0.7,-1.0,23,-12,1,-4,-0.1
CC(C)(C)OC(=O)N/N=C/c1c[nH]c2ccccc12,-1,-0.1,3.1,0.7,-15,-2,nt,-5,-0.4
O=[N+]([O-])c1ccc(Sc2ncccn2)c([N+](=O)[O-])c1,0,-0.3,-0.9,1.5,-4,-13,-5,-27,1.6
Cc1onc(-c2ccccc2Cl)c1C(=O)Nc1c(C)n(C)n(-c2ccccc2)c1=O,-1,-1.9,nt,0.1,7,1,-9,-3,-1.9
COc1cc(C(=O)CSc2nccn2C)cc(OC)c1OC,-6,-0.9,1.0,-0.5,-3,-3,-2,-1,0.5
CCn1c(O)c(/C=N/N=C2CCCCC2)c2cc(C3=NNC(=O)CC3)ccc21,-3,-0.2,0.3,-0.1,9,-8,nt,-12,0.9
O=C(NCCCN1CCOCC1)c1cc2ccccc2o1,-1,i,nt,0.6,8,-1,-8,4,0.5
CC(=O)N1c2ccc(S(=O)(=O)N(C)c3cc(C)ccc3C)cc2CC1C (stereo unspecified),-7,-0.9,0.2,-0.6,8,3,-7,0,0.4
O=C(c1ccc(F)cc1)C1CCN(Cc2ccccc2)CC1,nt,0.8,-0.8,2.9,0,18,-6,9,1.0
CCCOC(=O)c1ccc(Oc2c(-c3ccc(OCC)cc3O)n[nH]c2C)cc1,0,i,nt,-0.9,5,-6,8,4,?
CC1(C)CC(=O)c2sc(NS(=O)(=O)Cc3ccccc3)nc2C1,-6,-2.4,nt,?,-5,2,3,3,-1.4
CCNc1nc(-c2ccc(OC(F)F)cc2)c(C)s1,0,0.1,-1.2,-0.2,-3,-5,-7,4,0.1
Cc1ccc(NC(=O)CCN2C(=O)NC3(CCCC3)C2=O)c(C)c1,nt,i,0.6,nt,1,nt,-14,-4,-1.1
COc1ccc(C)cc1NC(=O)CN1CCN(S(=O)(=O)c2ccc(Br)cc2)CC1,8,i,nt,-0.2,9,-1,-9,-4,0.3
Cc1cc(NC(=O)c2cc(F)c(F)cc2Cl)no1,2,2.6,0.0,0.5,4,0,-24,-7,-1.6
O=C(NC(=S)NCCCN1CCOCC1)c1ccc([N+](=O)[O-])cc1,4,i,-0.7,-0.1,1,-4,11,-27,-0.5

The list is partial. The share of hits here may be higher or lower than overall.
